# High-throughput results as filed in PubChem BioAssay.
# Ecoli WT growth: blocks growth of wild type E. coli BW25113; 20,000 compounds, 0.05% hits; inhibition, % at 10 µM; E. coli BW25113 growth inhibition, OD600; in the data active = inhibition above about 40%;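 also: bacteria exposed to compound for 20 hours at 37 °C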
#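 Assay system: Bacterial strain in a whole-cell growth screen | Amount: Inoculum from a 1:1000 dilution of a 1.5 h subculture | Detection: Absorbance at 615 nm as a measure of bacterial growth | Timing: 20 h exposure, 37 °C | Buffer or medium: LB plus kanamycin 50 µg/mL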
# * marks the source's active call; other numbers are inactive results. The list is partial. The share of hits here may be higher or lower than overall.
# The first 18 records as a preview:
SMILES,Ecoli WT growth
CCN(CC)S(=O)(=O)c1ccc(NCc2ccccc2)nc1,-24
COc1ccc(N2C(=O)C3CC(C)=C(C)CC3C2=O)c(OC)c1 (stereo not given),-24
CCNC(=O)N1CCNC(=O)C1CC(=O)Nc1ccc(C(=O)OCC)cc1 (stereo not given),-14
COc1ccccc1-c1nnc(SCC(=O)NCc2c(C)c(Cl)cc(C(C)C)c2O)o1,1
CCOC(=O)N1CCN(c2cc(=O)n(-c3cccc(Br)c3)c(=O)[nH]2)CC1,22
CN(c1ccccc1C(=O)Nc1cccnc1)S(C)(=O)=O,-10
Cc1ccc(NC(=O)CSc2nnc(CNC(=O)c3c(F)cccc3Cl)o2)cc1,9
CSc1nsc(SCC(=O)Nc2c(C)n(C)n(-c3ccccc3)c2=O)n1,-20
CCc1c(C)[nH]c2ccc(C)cc2c1=O,-1
CCCCN(CCCC)CCNC(=O)Cc1nc2c(c(=O)[nH]c(=O)n2C)n1C,-23
O=C(c1ccco1)N1CCN(C(=O)C(Sc2ccccc2)c2ccccc2)CC1 (stereo not given),-16
Cc1cnc(C(=O)Nc2ccc(N3CCOCC3)cc2)cn1,-3
CCc1ccc(N2CC34C=CC(O3)C(C(=O)OC)C4C2=O)cc1 (stereo not given),9
COc1ccc(S(=O)(=O)N(C)CC(=O)Nc2ccc3c(c2)OCO3)cc1OC,-16
COc1ccc(CCNC(=O)c2nn(C)cc2Cl)cc1,-21
O=c1c2ccccc2sn1-c1ccc(S(=O)(=O)N2CCCCC2)cc1,-2
COc1ccc(C)cc1S(=O)(=O)N(C)CC(=O)Nc1ccccc1,-18
O=C(c1cc2ccccc2oc1=O)N1CCN(c2ccc(N3CCOCC3)nn2)CC1,1

# This part in full, previewed entries included:
SMILES,Ecoli WT growth
CCN(CC)S(=O)(=O)c1ccc(NCc2ccccc2)nc1,-24
COc1ccc(N2C(=O)C3CC(C)=C(C)CC3C2=O)c(OC)c1 (stereo not given),-24
CCNC(=O)N1CCNC(=O)C1CC(=O)Nc1ccc(C(=O)OCC)cc1 (stereo not given),-14
COc1ccccc1-c1nnc(SCC(=O)NCc2c(C)c(Cl)cc(C(C)C)c2O)o1,1
CCOC(=O)N1CCN(c2cc(=O)n(-c3cccc(Br)c3)c(=O)[nH]2)CC1,22
CN(c1ccccc1C(=O)Nc1cccnc1)S(C)(=O)=O,-10
Cc1ccc(NC(=O)CSc2nnc(CNC(=O)c3c(F)cccc3Cl)o2)cc1,9
CSc1nsc(SCC(=O)Nc2c(C)n(C)n(-c3ccccc3)c2=O)n1,-20
CCc1c(C)[nH]c2ccc(C)cc2c1=O,-1
CCCCN(CCCC)CCNC(=O)Cc1nc2c(c(=O)[nH]c(=O)n2C)n1C,-23
O=C(c1ccco1)N1CCN(C(=O)C(Sc2ccccc2)c2ccccc2)CC1 (stereo not given),-16
Cc1cnc(C(=O)Nc2ccc(N3CCOCC3)cc2)cn1,-3
CCc1ccc(N2CC34C=CC(O3)C(C(=O)OC)C4C2=O)cc1 (stereo not given),9
COc1ccc(S(=O)(=O)N(C)CC(=O)Nc2ccc3c(c2)OCO3)cc1OC,-16
COc1ccc(CCNC(=O)c2nn(C)cc2Cl)cc1,-21
O=c1c2ccccc2sn1-c1ccc(S(=O)(=O)N2CCCCC2)cc1,-2
COc1ccc(C)cc1S(=O)(=O)N(C)CC(=O)Nc1ccccc1,-18
O=C(c1cc2ccccc2oc1=O)N1CCN(c2ccc(N3CCOCC3)nn2)CC1,1
COc1cccc(OCCn2cc(C(=O)c3ccco3)c3ccccc32)c1,-15
CC(Sc1nc(N(C)C)nc(N2CCOCC2)n1)C(=O)Nc1ccccc1 (stereo not given),-21

# The final 2 records of the part before come first, to join the parts:
SMILES,Ecoli WT growth
COc1cccc(OCCn2cc(C(=O)c3ccco3)c3ccccc32)c1,-15
CC(Sc1nc(N(C)C)nc(N2CCOCC2)n1)C(=O)Nc1ccccc1 (stereo not given),-21
COc1ccc(NC(=O)Nc2ccc(C(=O)N3CCOCC3)cc2)cc1,-23
Cc1cc(C(=O)Nc2cccc(O)c2)c(C)o1,-5
CCCCC(=O)Nc1ccc(C(=O)NCCCn2ccnc2)cc1,-20
COc1ccc(CNC(=O)COc2ccc(S(=O)(=O)NC(C)C)cc2)cc1,-26
CCCCn1c(-c2cc(Cl)ccc2OC)n[nH]c1=S,-12
COC(=O)c1cc(C)sc1NC(=O)c1cccnc1,-16
O=C(CN(c1ccc(F)cc1)S(=O)(=O)c1ccc2c(c1)OCCO2)Nc1ccc2c(c1)OCO2,-6
CS(=O)(=O)N(CC(=O)NCc1ccncc1)Cc1ccc(Cl)cc1,8
O=C(O)CCCc1nc(-c2ccccc2)no1,-3
O=c1oc2ccccc2c2nccnc12,1
COc1ccc(CCNS(=O)(=O)c2ccc3oc(C(=O)O)c(C)c3c2)cc1OC,2
COc1cc(NC(=O)Cc2cccs2)ccc1-n1cnnn1,-2
CN(C)C=Nc1nonc1N,-4
CCN(CC(=O)Nc1cccc(C(C)=O)c1)S(=O)(=O)c1ccc(OC)cc1,-20
Cc1cc(C)nc(SCCS(=O)Cc2ccc(Cl)cc2)n1 (stereo not given),10
Cn1c(=O)oc2cc(S(=O)(=O)N3CCC(C(=O)Nc4ccc(OC(F)(F)F)cc4)CC3)ccc21,18
Cc1onc(-c2c(Cl)cccc2Cl)c1C(N)=O,9
Cn1c(Cc2cccs2)n[nH]c1=S,-23
O=c1c(CN2CCN(Cc3ccccc3)CC2)coc2ccc(Cl)cc12,1
Cc1oc(-c2ccccc2F)nc1CS(=O)(=O)CC(=O)NCc1ccco1,9
CCN(CC)S(=O)(=O)c1ccc2oc(SCc3ccc(F)cc3)nc2c1,6
Cc1cc2c3c(c1)C1(C(=O)N3C(C)(C)CC2C)C(C#N)=C(N)Oc2cc(O)ccc21 (stereo not given),-16
COc1ccc(CCNC(=O)C2CCN(Cc3nc(-c4cccc(Cl)c4)oc3C)CC2)cc1OC,4
O=C(O)C1C2C=CC3(O2)C1C(=O)N1c2ccccc2C2OCCC2C13 (stereo not given),-13
Cc1nc2sc(C(c3cccs3)N3CC(C)CC(C)C3)c(O)n2n1 (stereo not given),12
C/C=C/c1ccc(Oc2nnnn2-c2ccc(C(N)=O)cc2)c(OC)c1,-20
O=C(CSc1nc(-c2ccccc2)cs1)NC(=O)NCc1ccco1,0
OC(CN1CCN(c2ccccn2)CC1)Cn1c2ccccc2c2ccccc21 (stereo not given),4
O=C(CCn1c(=S)[nH]c2cc3c(cc2c1=O)OCO3)N1CCN(C2CCCCC2)CC1,8
COc1ccc(C2CC(c3ccc(Cl)cc3Cl)n3nc(N)nc3N2)cc1 (stereo not given),-2
Cc1cc(C)nc(-n2nc(C)cc2NC(=O)c2ccc(Br)o2)n1,-5
Cc1ccc(C)c(NS(=O)(=O)c2ccc(OCC(=O)N3CCOCC3)cc2)c1,2
Cc1cc(C(=O)Nc2sc3c(c2C#N)CCCCC3)cs1,-1
CC(C)n1nnnc1SCC(=O)Nc1ccccc1N1CCOCC1,-2
CCCc1nc2ccccc2c2nc(N)nn12,-9
C=CCn1c(Cc2ccc(OCC)cc2)nnc1SCC(N)=O,-15
CCOC(=O)C1=C(C)NC(=O)C1(NC(=O)c1cccnc1)C(F)(F)F (stereo not given),-15
CCOC(=O)C1CCN(C(=O)Nc2ccc(OC)c(OC)c2)CC1,-18
CCc1cc2c(SCC(=O)c3cccs3)ncnc2s1,2
CCn1c(C(=O)OC)cc2c1ccn2-c1ccc(F)cc1,-2
CC(C)Cn1cc(C(=O)NCC2CCCO2)c2c3ccccc3n(C)c2c1=O (stereo not given),-1
O=C(c1cccc2ccccc12)N1CCC(N2CCN(c3ccccc3)CC2)CC1,5
CCOC(=O)CCCCC(=O)c1[nH]c(=O)[nH]c1Cn1cnc2ccccc21,-10
O=C(CN(c1ccc(F)cc1)S(=O)(=O)c1ccc2c(c1)OCCO2)Nc1cccnc1,-13
CC(=O)NCCOc1cccc(OCCNC(C)=O)c1,0
CCOC(=O)c1sc2cccc(F)c2c1N,-1
COc1ccc(CCNc2oc(-c3ccccc3OC)nc2C#N)cc1,-1
CCc1nnc(NC(=O)CSc2nc(-c3ccc(OC)cc3)ns2)s1,-7
CC(=O)C1=C(c2ccccc2)NC(=O)NC1c1ccccc1OCC#N (stereo not given),-12
Cc1cc(C)c(S(=O)(=O)N(CC(=O)N2CCOCC2)C2CCCCC2)c(C)c1,-22
O=C(Nc1nncs1)c1cccc(S(=O)(=O)N2CCCC2)c1,-11
O=C1CCCC2=C1C1(CCCC1)N=C(Nc1nc3ccccc3s1)N2,-4
COc1ccc2c(c1)C1(C)CC(C)(C)N2C(=O)N1c1ccccc1 (stereo not given),15
CCC(=O)Nc1c(C#N)c2nc3ccccc3nc2n1-c1ccccc1C,-3
CCn1c(SCC(N)=O)nc2c1c(=O)n(C)c(=O)n2C,-2
O=C(NC(=O)c1cccc(F)c1)OC[C@@H]1CCCN2CCCC[C@H]12,8
Cc1noc(NS(=O)(=O)c2ccc(NC(=O)c3ccoc3C)cc2)c1C,-10
CC1CCc2nn(CC(=O)NCCN3CCOCC3)cc2C1 (stereo not given),0
CCN(CCNC(=O)CS(=O)(=O)Cc1nc(-c2cccc(OC)c2)oc1C)c1ccccc1,-2
COc1ccccc1C(=O)Nc1ccc(N2CCN(S(C)(=O)=O)CC2)cc1,-5

# (next part)
SMILES,Ecoli WT growth
CCn1cc(C(=O)O)c(=O)c2cc(F)c(N3CCN(C(=O)Nc4ccccc4)CC3)cc21,63*
O=C(COC(=O)c1ccco1)NCc1cccs1,-5
CCC1c2ccc(C)n2CCN1C(=O)Nc1ccccc1OC (stereo not given),-3
COc1ccc(NC(=O)C2=C(C)Nc3ncnn3C2c2ccccc2C(F)(F)F)c(OC)c1 (stereo not given),-14
Cc1cccc(OCc2nnc(SCC(=O)N3CCN(C(=O)c4ccco4)CC3)n2C)c1C,-11
Cc1ccc(NC(=O)CN(C)S(=O)(=O)c2cccc3nsnc23)cc1Cl,-5
c1ccc(-c2cc(N3CCCCC3)ncn2)cc1,-2
Fc1ccccc1-c1nc(-c2ccccc2)no1,5
Nc1nc(-c2cccnc2)nn1C(=O)Cc1ccccc1,-16
CCN(C(=O)CN1CCN(c2ccccc2OC)CC1)c1c(N)n(Cc2ccccc2)c(=O)[nH]c1=O,1
COc1ccc(-c2noc(-c3ccccc3C(=O)NCc3ccco3)n2)cc1OC,-18
COCCN1C(=O)c2oc3c(C)cc(C)cc3c(=O)c2C1c1cccc(O)c1 (stereo not given),17
COc1ccc2nc(NC(=O)C3CCCN(S(=O)(=O)c4cccc5nsnc45)C3)sc2c1 (stereo not given),-3
N#Cc1cnc(Nc2nc3ccccc3o2)nc1-c1ccccc1,-21
CCc1ccc2[nH]c(=O)c(C(c3nnnn3CC3CCCO3)N3CCN4CCCC4C3)cc2c1 (stereo not given),-4
Cc1nc(C)n(C(=O)N(c2ccccc2)c2ccccc2)n1,-16
CCCOc1ccccc1C1C(C(=O)OC)=CN(C(C)C)C=C1C(=O)OC,-21
CCCCN(CC)Cc1c(C)[nH]c2ccccc2c1=O,-19
O=C(NCCCN1CCCC1=O)c1cncc(Br)c1,-4
COC(=O)C(C(=O)Nc1ncccn1)C1CCCCCC1 (stereo not given),-17
CC1(C)NC(=O)N(CC(O)CN(Cc2ccccc2)Cc2ccccc2)C1=O (stereo not given),-4
O=S(=O)(c1ccc(-c2csc(-c3cccnc3)n2)cc1)N1CCCC1,6
O=C(NCC1CCCO1)c1cnn2c1NC(c1ccccc1)CC2C(F)(F)F (stereo not given),5
O=C(Nc1nnc(C2CCCCC2)s1)c1cccs1,-4
CCn1c(=O)n(CC)c2cc(S(=O)(=O)N3CCc4ccccc43)ccc21,-6
CC(C)NC(=O)CSc1nc2ccccc2n1-c1ccccc1,19
COc1cccc(C(c2nnnn2Cc2ccccc2)N2CCN(C(=O)c3ccco3)CC2)c1OC (stereo not given),5
CC(=O)Cc1nsc(NC(=O)c2c(-c3ccccc3Cl)noc2C)n1,-25
COc1cccc(OCc2nc3ccccc3c(=O)n2N)c1,-15
COc1ccccc1C(=O)NCCCN1CCCC1=O,-17
COc1ccc(OC)c(C(=O)CSc2nnc(Cc3cccs3)n2C)c1,-14
CCOC(=O)CC1=C(C(=O)OCC)C(c2ccc(C)o2)C(C#N)=C(N)O1 (stereo not given),5
CCc1c(C(=O)Nc2ccncc2)csc1C,2
COc1ccc(S(=O)(=O)Nc2nncs2)cc1,6
O=C(CS(=O)(=O)c1ccccc1)Nc1nc(-c2ccccc2)cs1,-19
Nc1nonc1-c1noc(CCCCCN2C(=O)c3ccccc3C2=O)n1,4
CCc1c(C(=O)NC2CCCC2)csc1C,-13
COc1ccc2sc(N3C(=O)C4CC=C(C)CC4C3=O)nc2c1 (stereo not given),-21
CS(=O)(=O)N1CCN(c2ccccc2F)CC1,-22
Cc1occc1C(=O)NCc1ccccc1F,-8
O=C(CC1CCCCC1)NCc1ccccn1,-10
O=C(c1c[nH]c2ccccc12)C(O)C(c1ccccc1)N1CCOCC1 (stereo not given),-17
OC(COC1CCCCC1)CN1CCN(c2ccccc2)CC1 (stereo not given),0
COc1ccc2c(c1OC)C(=O)N(c1ccc3c(c1)CCC3)C2=O,2
Cc1ccc(NC(=O)CC2C(=O)NC3CCCCC3N2C(=O)c2ccc(F)cc2)cc1C (stereo not given),-8
O=C(NCc1ccc2c(c1)OCO2)c1cccc2c1C(=O)N(C1CCCCC1)C2,6
c1ccc(CSCc2cn3ccsc3n2)cc1,6
COc1ccc(NC(=O)CS(=O)CC(=O)Nc2cc(Cl)ccc2OC)cc1 (stereo not given),-2
Cc1ccc(CC(NC(=O)c2ccccc2)C(=O)N2CCCC2C(=O)O)cc1 (stereo not given),-20
CCOc1ccc(N2C(=O)CC(NCCc3ccncc3)C2=O)cc1 (stereo not given),-11
CCOCCCNC(=O)c1ccccc1SC,-15
COC(=O)CCCCCc1ccc(C(C)=O)s1,-1
COc1ccc(-c2cn[nH]c2N)c(OC)c1,-18
O=C(Nc1ccc(F)cc1F)c1cc2n(n1)C(C(F)(F)F)C1CCCCC1N2 (stereo not given),-12
O=C(O)C1CC(=O)N(c2ccc(OCc3c(F)cccc3Cl)cc2)C1 (stereo not given),6
CC(C)NC(=O)c1nc2ccccc2s1,-22
